Bioassay records (PubChem)
IDH1 R132H inh: human IDH1 R132H inhibition | O75874 | IDH1-R132H enzyme, NADPH consumption, diaphorase/resazurin fluorescence | Potency, µM (top dose mostly 76.6 µM), inactives show top-dose activity change, negative = inhibition, usual class: inhibitors | 0.093% of 390,000 active; also: potency is read from the fitted curve at half-maximal effect; % is scaled to controls: 0 for no effect and ±100 for the full control effect; nearly all actives have a fitted effect of over 65% in size
Target sequence (O75874 whole entry R132H, stated change not applied): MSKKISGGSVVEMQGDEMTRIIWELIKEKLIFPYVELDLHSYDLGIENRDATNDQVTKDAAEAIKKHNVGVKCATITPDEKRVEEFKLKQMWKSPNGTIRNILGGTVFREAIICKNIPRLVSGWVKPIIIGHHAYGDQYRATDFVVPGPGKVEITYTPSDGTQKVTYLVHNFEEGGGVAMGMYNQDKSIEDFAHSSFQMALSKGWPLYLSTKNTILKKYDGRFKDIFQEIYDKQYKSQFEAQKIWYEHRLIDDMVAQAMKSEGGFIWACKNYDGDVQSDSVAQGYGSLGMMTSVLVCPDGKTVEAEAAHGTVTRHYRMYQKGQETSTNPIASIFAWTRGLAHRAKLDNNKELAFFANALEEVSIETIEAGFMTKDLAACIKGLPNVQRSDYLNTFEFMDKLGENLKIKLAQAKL
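IDH1-R132H (0.5 ug/mL dispensed) in pH 7.5 Tris buffer was preincubated 30 min with compound, then given a substrate mix of 0.016 mM NADPH and 2 mM alpha-KG for 80 min at room temperature; remaining NADPH was read by diaphorase/resazurin fluorescence.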
Vif-A3F inh: blocks the Vif interaction with APOBEC3F. HeLa A3F-eYFP + Vif (tagged APOBEC3F with the HIV-1 protein that degrades it), YFP fluorescence increase. Potency, µM (series often up to 46.1 µM), for the others: top-dose activity, negative = active. 0.2% of 390,000 active; also: potency is read from the fitted curve at half-maximal effect; % of control where 0% means no effect; nearly all actives have a fitted effect of over 65% in size
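HeLa cells stably expressing Vif plus C-terminally eYFP-tagged A3F were seeded, incubated overnight at 37 deg C, dosed with compound, incubated overnight again at 37 deg C. Yellow fluorescence (Ex 488/Em 500-530) reported blocked Vif-mediated A3F-eYFP degradation.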
TrxR1 substrate: is turned over as a substrate by rat TrxR1; purified TrxR1 substrate turnover, NADPH consumption readout; Potency, µM (top dose mostly 114 µM), without a hit: at the top dose activity change, negative = substrate turnover; 0.01% of 390,000 active; also: potency is read from the fitted curve at half-maximal effect; % is scaled to controls: 0 for no effect and ±100 for the full control effect; nearly all actives have a fitted effect of over 50% in size
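Rat TrxR1, dispensed at 90 nM, was prereduced with 400 uM NADPH (final) for 5 min at ~22 deg C, then incubated with compound 15 min before 400 uM selenite. A first-read NADPH fluorescence drop versus no-compound background flagged substrates.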
USP1 inh: blocks the human USP1/UAF1 deubiquitinase complex; O94782; recombinant USP1/UAF1, Ub-Rhodamine cleavage fluorescence; Potency, µM (doses to about 57.1 µM), without a hit: top-dose activity change, negative = inhibition, most hits filed as inhibitors; 0.23% of 390,000 active; also: potency is read from the fitted curve at half-maximal effect; % is scaled to controls: 0 for no effect and ±100 for the full control effect; nearly all actives have a fitted effect of over 60% in size; inactives centre near -12
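1 nM enzyme complex + cpd, 15 min RT; start with Ub-Rho 150nM final; kinetic fluorescence ex 480/em 540, 6 reads q60 s. Buffer 50mM HEPES pH 7.8, 0.5mM EDTA, 0.1 mg/ml BSA, 1mM TCEP, 0.01% Tween-20.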
rTrxR1 inhibitor: inhibitors of rat thioredoxin reductase 1; 1% of 390,000 active; O89049; recombinant rTrxR1, NADPH fluorescence consumption, selenite substrate; AID 588453; Potency, µM (titrated, usually from 114 µM), without a hit: top-dose activity change, negative = inhibition, hits mostly inhibitors; also: potency is read from the fitted curve at half-maximal effect; % is scaled to controls: 0 for no effect and ±100 for the full control effect; nearly all actives have a fitted effect of over 65% in size
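Rat TrxR1 (90 nM in the dispensed reagent) was pre-reduced with 400 uM NADPH for 5 min at room temperature, then incubated with compound for 15 min. After 400 uM selenite was added, NADPH fluorescence (Ex 340/Em 450 nm) was followed for 8 min.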
Vif-A3G inh: blocks the Vif interaction with human APOBEC3G | Potency, µM (titrated, usually from 46.1 µM), without a hit: top-dose activity, negative = active, hits mostly inhibitors | 0.076% of 410,000 active | HeLa A3G-eYFP + Vif (tagged APOBEC3G with the HIV-1 protein that degrades it), YFP fluorescence, overnight;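 also: potency is read from the fitted curve at half-maximal effect; % is scaled to controls: 0 for no effect and ±100 for the full control effect; nearly all actives have a fitted effect of over 60% in size; hits raise eYFP signal because A3G escapes Vif-driven loss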
Target sequence (Q9HC16 whole entry, looked up): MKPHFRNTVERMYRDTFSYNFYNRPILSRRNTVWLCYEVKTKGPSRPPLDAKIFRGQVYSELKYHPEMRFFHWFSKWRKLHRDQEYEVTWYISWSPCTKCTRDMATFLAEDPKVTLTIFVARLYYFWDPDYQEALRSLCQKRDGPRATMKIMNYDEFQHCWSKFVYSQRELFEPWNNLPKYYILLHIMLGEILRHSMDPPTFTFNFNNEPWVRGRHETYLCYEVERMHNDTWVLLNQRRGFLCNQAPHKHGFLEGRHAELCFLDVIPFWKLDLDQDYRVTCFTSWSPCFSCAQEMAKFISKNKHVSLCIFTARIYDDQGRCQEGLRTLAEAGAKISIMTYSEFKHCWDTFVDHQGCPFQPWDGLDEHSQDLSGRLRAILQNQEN
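HeLa cells stably expressing Vif and C-terminally eYFP-tagged A3G, seeded overnight at 37 deg C, then exposed to compound by pintool overnight at 37 deg C. Rise in yellow fluorescence (Ex 488/Em 500-530, Acumen) marks blocked Vif-driven A3G degradation.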
RGS4 inh: blocks human RGS4-accelerated GTP hydrolysis; P49798; Transcreener GDP fluorescence polarization, RGS4-accelerated GTP hydrolysis; Potency, µM (series often up to 114 µM), for the others: top-dose activity change, negative = inhibition, actives largely listed as inhibitors; 0.039% of 390,000 active; also: potency is read from the fitted curve at half-maximal effect; % is scaled to controls: 0 for no effect and ±100 for the full control effect; nearly all actives have a fitted effect of over 75% in size; some results filed as inactive show a strong effect at the top dose
Target sequence (P49798 whole entry, looked up): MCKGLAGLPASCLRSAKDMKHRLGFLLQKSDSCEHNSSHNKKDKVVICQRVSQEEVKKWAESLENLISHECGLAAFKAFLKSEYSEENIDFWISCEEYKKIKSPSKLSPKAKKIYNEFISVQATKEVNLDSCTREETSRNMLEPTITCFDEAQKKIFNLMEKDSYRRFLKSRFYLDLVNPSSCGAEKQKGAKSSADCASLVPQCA
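MLSMR compounds (23 nl, pin-transferred) preincubated 10 min at room temperature with a 500nM (2x) first reagent, then RGS4 at 900nM (2x) plus Transcreener GDP mix added; fluorescence polarization (620/688 nm) read before and after 90 min at 30 °C.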
GRP78 ERSR act: induces the endoplasmic reticulum stress response in human glioma cells | U87-MG GRP78 promoter luciferase reporter, 16 h | Potency, µM, inactives show at the top dose activation, hits mostly activators | 0.02% of 420,000 active | AID 602332; also: potency is read from the fitted curve at half-maximal effect; series mostly up to about 76 µM; % of control where 0% means no effect; nearly all actives have a fitted effect of over 35% in size
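Stably transfected U87-MG glioma cells carrying a GRP78-based luciferase sensor; 16 h compound incubation. Luminescence end-point read 10 min after Bright-Glo addition at room temperature.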
LDHA inh: LDHA (human) enzyme inhibition; purified LDHA, NADH/diaphorase-resazurin fluorescence; stronger effect = lower value; activity change, % (values are at about 110 or 230 µM); 0.15% of 480,000 active; in the data active = activity change below about -30%; inconclusive = mostly about -25% to -30%;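 also: plate controls were DMSO wells for no effect and wells without enzyme for full effect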
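Human LDH5 at 2 nM final in Tris HCl pH 7.4 with 0.06 mM NADH and 0.2 mM pyruvate, reacted 5 minutes at room temperature. Remaining NADH coupled via diaphorase/resazurin; resorufin fluorescence read at 0 and 20 minutes, normalized to enzyme-free and DMSO wells.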
* hit, by the source's call; u = inconclusive; x = no result given; & = joins results of further samples; [ ] = dose if it differs, or a comment. Unless noted, calls follow the shape of the dose curve; as a rule, active = well fitted curve in the direction sought with a large enough effect; inconclusive = small, poorly fitted or top-dose-only effect, or another doubt; inactive = no such curve, though single readings can be large; an effect the other way counts as inactive or inconclusive. A portion of the library. The share of hits here may be higher or lower than overall.

SMILES	IDH1 R132H inh	Vif-A3F inh	TrxR1 substrate	USP1 inh	rTrxR1 inhibitor	Vif-A3G inh	RGS4 inh	GRP78 ERSR act	LDHA inh
COc1ccccc1CCNS(=O)(=O)c1ccc(N2CCCCS2(=O)=O)cc1	15%	0%	-4%[57.1 µM]	-8%	4%[57.1 µM]	-3%	1%	-2%	0
COc1ccc(N(CC(=O)NC2CC3CCC2C3)S(=O)(=O)c2ccccc2)cc1Cl (stereo not given)	-3%	-13%	-8%	-5%	5%	-3%	-2%	-7%	-8
O=C(c1ccc(COc2ccc(Br)cc2)o1)N1N=C(C(F)F)CC1(O)C(F)F (stereo not given)	0%	-15%	-8%	-15%	-9%	-11%	-3%	-3%	-3
O=C(C1CC(=O)N(c2ccc3c(c2)OCCO3)C1)N1CCN(Cc2ccccc2F)CC1 (stereo not given)	-7%	-1%	-2%	-13%	6%	-6%	15%	-2%	-2
Cc1ccc(N2CC(c3nnc(NC(=O)c4ccco4)s3)CC2=O)cc1C (stereo not given)	0%	5%	-5%	4%	21%	4%	-18%	-3%	-7
CCOc1ccc(Br)cc1S(=O)(=O)NCc1ccncc1	-4%	6%	6%[57.1 µM]	-13%	17%[57.1 µM]	6%	12%	-4%	-6
C/C(=N\NC(=O)NC1CCCCC1)c1ccco1	4%	-5%	-8%	u	-9%	-2%	5%	1%	-3
O=C(Nc1ccc(F)cc1)c1nc[nH]c1C(=O)Nc1ccccc1[N+](=O)[O-]	1%	-29%	4%	-18%	21%	2%	-21%	-4%	0
CCCCC(=O)Nc1cc(Cl)ccc1C(=O)O	8%	4%	7%	-10%	19%	2%	1%	0%	-3
O=c1c2c([nH]c3ccccc13)CCCCC2	0%	1%	-1%	-23%	6%	-8%	-11%	-6%	-4
Brc1ccc(CSc2ncn[nH]2)cc1	10%	2%	-6%	-3%	-2%	-1%	6%	1%	-7
COc1ccc(-c2cc(C(=O)NCc3ccccc3)c3c(-c4ccccc4)[nH]nc3n2)cc1	-9%	8%	4%[57.1 µM]	-14%	15%[57.1 µM]	-1%	8%	6%	-13
O=c1c2ccccc2[nH]c2ccccc12	11%	4%	221%[activator]	-4%	83%[activator]	2%	6%	0%	-7
CC(C)c1ccc(NC(=O)c2cnc3sc(N4CCOCC4)nn3c2=O)cc1	-4%	0%	-12%[57.1 µM]	-16%	-12%[57.1 µM]	3%	13%	-1%	-3
COCCCNC(=S)N(CCCN(C)C)Cc1cc2cc3c(cc2[nH]c1=O)OCCO3	2%	0%	32%[activator]	-19%	16%	0%	-2%	-3%	0
Cc1ccnc(NC(=O)c2ccccc2NC(=O)c2ccccc2)c1	-2%	7%	10%[57.1 µM]	-20%	12%	-1%	-27%	-3%	-7
CCOC(=O)NC(=O)C(=CNc1ccccc1C)C(=O)NC(=O)OCC	-2%	9%	4%	-13%	37%[activator]	-1%	-10%	-2%	-1
O=C(NN=C1CCCC1)NC1CCCCC1	4%	17%	7%[57.1 µM]	-16%	21%[57.1 µM]	-5%	-15%	-4%	-5
COc1ccc(C(=O)NN(C)c2nc(C(F)(F)F)nc3ccccc23)cc1	0%	7%	3%	-20%	16%	u	-11%	-5%	0
O=C(O)c1ccc(N2CCCS2(=O)=O)cc1	3%	-16%	2%	-8%	22%	0%	-7%	-1%	-4

Look-ups from the results shown.
O=C(O)c1ccc(N2CCCS2(=O)=O)cc1 in TrxR1 substrate = 2%
Cc1ccnc(NC(=O)c2ccccc2NC(=O)c2ccccc2)c1 in IDH1 R132H inh = -2%

(listing goes on)
SMILES	IDH1 R132H inh	Vif-A3F inh	TrxR1 substrate	USP1 inh	rTrxR1 inhibitor	Vif-A3G inh	RGS4 inh	GRP78 ERSR act	LDHA inh
CC1=C(C)C(C)=C(C#N)C(=C(C#N)C#N)N1	1%	7%	27%[57.1 µM]	-14%	26%[57.1 µM]	-1%	-5%	-2%	-6
Cc1ccc(CNC(=O)Nc2cccs2)cc1	0%	-3%	-6%	-8%	-17%	-5%	-9%	4%	-2
Cc1nc(SCC(=O)Nc2ccnc3ccccc23)n[nH]1	0%	-1%	0%	-21%	6%	11%	-11%	-1%	7
Nc1ncnc2c1ncn2[C@@H]1O[C@H](CN2CCCS2(=O)=O)[C@@H](O)[C@H]1O	1%	5%	3%	-20%	27%	4%	-6%	-1%	-9
Cc1cccc(Cn2nnc(C(=O)Nc3cc(C)ccc3C)c2N)c1	-7%	1%	-7%	u	26%	-8%	-3%	-3%	-2
CCOc1ccc(/C=c2\sc3nc(-c4ccco4)nn3c2=O)cc1OCC	0%	2%	-5%	-5%	3%[57.1 µM]	0%	12%	-5%	-1
C[C@H](CO)N1C[C@H](C)[C@@H](CN(C)Cc2ccccc2)Oc2ccc(NC(=O)Cn3cnnn3)cc2C1=O	-11%	-1%	11%	-28%	10%	-1%	-3%	0%	-4
O=C(CSc1n[nH]c(-c2ccccc2)n1)Nc1ccc(N2CCOCC2)cc1	1%	-4%	11%	7%	18%	-2%	11%[11.4 µM]	0%	-6
Cc1nnc(SCC(=O)N2c3ccccc3CC2C)[nH]c1=O (stereo not given)	0%	2%	-7%	-13%	-18%	-4%	-3%	-4%	-5
Cc1nc2nc(C)c(NS(=O)(=O)c3ccc(Cl)cc3)c(=O)n2[nH]1	-7%	-16%	4%[57.1 µM]	-9%	4%[57.1 µM]	-3%	9%	-4%	-4
Cc1ccc2[nH]c(=O)c(C(c3nnnn3C3CCCC3)N(Cc3cccnc3)Cc3ccco3)cc2c1 (stereo not given)	-7%	4%	5%[57.1 µM]	-10%	-4%[57.1 µM]	-2%	2%	-7%	1
CC1=C(C)CC(C(=O)NCCc2ccccc2)C(C(=O)O)C1 (stereo not given)	2%	6%	7%	-7%	25%	-4%	13%	-2%	-7
NC(=O)c1nn(-c2ccccc2)nc1NC(=O)CN1CCCCC1	0%	5%	20%	-17%	5%	-3%	2%	-4%	-4
O=C(NCCc1csc(-c2cccnc2)n1)c1cccc2ccccc12	12%	3%	3%[57.1 µM]	-21%	6%[57.1 µM]	0%	0%	-4%	1
CCNC(=S)NNC(=O)c1cc(-c2cccc(OC)c2)nc2ccccc12	3%	-1%	-2%[11.4 µM]	-19%	-18%[11.4 µM]	-1%	-24%	4%	-4
CCCCN=C(C)c1c(O)c2ccccc2oc1=O	1%	-6%	-9%	-4%	7%[57.1 µM]	-7%	5%[11.4 µM]	3%	-2
CCN1C2OC3OC4C(OC3OC2N(CC)S1(=O)=O)N(CC)S(=O)(=O)N4CC (stereo not given)	0%	-1%	9%[0.0914 µM]	-11%	9%[57.1 µM]	-1%	-26%	-3%	0
Cc1cccc(C)c1OCc1nnc(SCC(=O)NCc2ccccc2)o1	7%	-11%	0%	-7%	13%	-8%	1%	-8%	0
Cc1cc(-c2nnnn2-c2ccc(F)cc2)no1	7%	-1%	12%[57.1 µM]	u	18%[57.1 µM]	-4%	-6%	-3%	-4
COc1ccc(C(=O)Nc2c(N)nc(SCC(=O)NCC3CCCO3)[nH]c2=O)cc1 (stereo not given)	0%	6%	3%[57.1 µM]	1%	-10%[57.1 µM]	2%	13%	1%	3
O=C(NC(c1cccnc1)C(F)(F)F)c1cc(COc2ccc3c(c2)CCCC3)on1 (stereo not given)	-7%	-7%	-2%	-32%	12%	2%	-14%	7%	1
CCCn1c(SCC(O)c2ccccc2)nc2ccccc21 (stereo not given)	3%	-5%	-5%	-7%	15%	5%	4%	-3%	-5
COc1cccc2oc3cc(C#CC4(O)CCCCC4)ccc3c(=O)c12	-6%	5%	14%	u	27%	-2%	3%	-7%	0
O=C(c1ccc(COCC(F)(F)F)cc1)N1CCN(c2ccccn2)CC1	2%	2%	2%	-12%	23%	2%	19%	-3%	-1
CCCCNc1c(-c2cccc(SC3CCCCC3)c2)nc2ccc(Cl)cn12	-2%	1%	3%[57.1 µM]	-10%	6%[57.1 µM]	1%	5%	-4%	4&3
C[C@@H]1CC[C@@]23COC(=O)C2=CCC[C@@H]3[C@@]1(C)CC/C(=C/CO)CO	2%	5%	2%	-24%	-2%	3%	-6%	-1%	5
CCOC(=O)C1CCN(C(=O)Nc2ccc3nccnc3c2)CC1	-1%	-3%	30%[activator][57.1 µM]	-25%	-1%[57.1 µM]	1%	15%	-1%	2
CC1CCCC(NC(=O)CCCn2ncn3c(cc4occc43)c2=O)C1C (stereo not given)	0%	0%	-2%	-26%	8%	-8%	-1%	-4%	-10
CCN(CC)S(=O)(=O)c1cccc(C(=O)N/N=C/c2ccccc2OCC(=O)O)c1	1%	4%	-9%	-15%	5%	5%	-7%	-5%	-5
COc1ccc(/C=C(/NC(=O)c2ccco2)C(=O)N2CCCCC2)cc1	9%	5%	-9%	-14%	-10%	0%	-2%	-5%	-1
COc1cc2ccc(=O)oc2c(O)c1OCC=C(C)C	1%	-2%	3%	u	-2%	-8%	0%	3%&-1%	21
Oc1ccc(-c2nc3ccccn3c2NCc2ccc3c(c2)OCO3)cc1	2%	9%	47%	-4%	10%	-6%	-9%	0%	-4
O=S(=O)(c1ccccc1)N1CCN(c2nc(-c3cccs3)nc3ccccc23)CC1	x	x	12%	x	32%	3%	1%	-1%	1&-1
